Source: PubChem
Autophagy HCS: modulators of autophagy. MEF GFP-LC3 puncta imaging; test concentration mostly 10 µM. calls only at 10 µM (by protocol). 0.98% of 190,000 active. AID 463193;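 active = percentage of spot-positive cells more than 3 SD above its plate mean, without a fluorescence outlier flag or 80% toxicity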;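 also: spot-positive cell cutoff set from DMSO-treated cells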
Yfh1-depleted yeast: mitochondrial function rescue without frataxin homolog – Friedreich's ataxia, plus single-dose screen, dose response (AID 1465); S. cerevisiae Yfh1-off respiration, WST-1 reduction, 72 h; higher fold induction means a stronger effect; fold induction at 50 µM, or EC50 in µM where a hit was titrated; 0.074% of 220,000 active;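 active = fold induction of absorbance versus untreated yeast above a set limit, then at least 30% activation at any dose in follow-up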;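 also: activators that raise dye reduction in frataxin-depleted yeast; strong numbers were not always called active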
M1AAP inhibition: malaria alanyl aminopeptidase activity blockers – biochemical, fluorogenic H-Leu-NHMec substrate, 1536-well (AID 1445); recombinant M1AAP, H-Leu-NHMec fluorogenic kinetic assay; higher % means a stronger effect; inhibition, % at 30 µM, or IC50 in µM where a hit was titrated; 0.42% of 220,000 active;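 active = primary inhibition above the hit cutoff, then over 50% inhibition at one or more dose response concentrations, cut at about 23% in these data, passing the limit was not always enough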;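 also: plate controls were DMSO full reaction for no effect and no enzyme background for full effect; strong numbers were not always called active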
T cell HTS: T cell immune modulation candidate; 2C CD8+ T cell-vesicle binding, flow cytometry; hits give low values; calls only at 7 µM; 0.068% of 330,000 active; AID 2052;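 active = response, share of CD8 T cells binding vesicles, and their 90th percentile fluorescence all below set limits, cut at about 80% in these data, passing the limit was not always enough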
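Read-out – percent CD8+ FL2 mean versus row control · System – murine 2C transgenic CD8+ T lymphocytes · Times – 1.5 h cell–vesicle binding at 37 °C, then 20 min icy labelling · Control set – naked vesicles low, QL9 vesicles with vehicle high · Detection – cytometric PE anti-B7-1 and Alexa647 anti-CD8 signals after 1% paraformaldehyde fixation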
Dynein transport: blocks dynein driven cargo transport along microtubules; 3617.4 mouse cells, GR-EGFP nuclear translocation imaging; test concentration mostly 20 µM; stimulated with dexamethasone, 1 µM; hits give low values; z-score, hits read low; 0.47% of 220,000 active; AID 1381;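 active = plate z-score of nuclear minus cytoplasmic receptor signal below a set negative limit, without overly bright fluorescence or cell loss, cut at about -3.5 in these data, passing the limit was not always enough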;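 also: z-score of nuclear minus cytoplasmic ring GR-EGFP intensity difference per well; some compounds called inactive have numbers as strong as hits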
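Buffer or medium: tetracycline-free induction medium containing charcoal-stripped FBS / Reagent: dexamethasone agonist, 1.0 µM final, for 30 min / Technique: automated 10x imaging of fixed Hoechst-stained cells / Times: induction 48 h, compound 1 h, agonist 30 min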
MT stabilize HCS: microtubule stabilizers in HeLa cells. 0.83% of 200,000 active. HeLa tubulin immunostaining HCS, 24 h; share of cells brighter than vehicle mean+2SD. % tubulin-high responders, % at 10 µM;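 active = plate Z-score above 3 for both tubulin-high and condensed-nucleus cell shares, with cell loss under 80%, at 10 µM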;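 also: anti alpha tubulin signal scored within the nucleus-defined area of each cell; some results filed as inactive read as strong as hits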
M17LAP inhibition: P. falciparum M17LAP inhibitors, primary screen, biochemical, fluorogenic H-Leu-NHMec substrate, 1536-well (AID 1619) | recombinant M17LAP, H-Leu-NHMec fluorogenic kinetic assay; higher % means a stronger effect | one-dose inhibition, % at 30 µM; IC50 in µM for titrated hits | 0.38% of 220,000 active;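 active = compound inhibiting the enzyme by more than half at any dose during confirmatory dose-response retesting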;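 also: plate controls were full reaction with DMSO carrier for no effect and no enzyme background for full effect; strong numbers were not always called active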
WT yeast gro inh: growth inhibition of WT yeast, mitochondrial fusion screen; inhibition, % at 10 µM; AID 1362; mitochondrial fusion phenotypic screen, WT strain; 2.1% of 190,000 active; in the data active = inhibition above about 58%; tested in S. cerevisiae
b-catenin transl: alters nuclear translocation of beta-catenin in HeLa cells; immunofluorescence imaging; 0.3% of 190,000 active; nuclear translocation activity, % at 5 µM; AID 1665;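 active = nuclear translocation activity above 50% at 5 µM, with a well cell count of 50 or more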;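 also: per-cell ratio of nuclear to cytoplasmic median beta-catenin stain intensity; plate controls were DMSO negative control for no effect and GSK-3 inhibitor IX positive control for full effect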
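Test system: HeLa cells, endogenous beta-catenin; Compound: single 5 µM dose plus 0.02–20 µM confirmation series; Times: compound exposure 24 h at 37°C; Signal: fluorescence imaging of beta-catenin antibody stain plus DAPI; Read-out: % activation, nuclear-to-cytoplasmic median beta-catenin signal ratio per cell.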
WT yeast gro inh mutant strain: second read-out of WT yeast gro inh, no call of its own (marks repeat the call); inhibition, %; mitochondrial fusion phenotypic screen, mutant strain inhibition
Dynein transport cytoplasmic EGFP: recorded beside Dynein transport, whose call it bears; z-score; measured here: cytoplasmic GR-EGFP intensity; hits give high values
Dynein transport nuclear GR-EGFP: also measured in Dynein transport; calls as there; z-score; measured here: nuclear GR-EGFP intensity;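 lower value marks the stronger effect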
Dynein transport cell count: recorded beside Dynein transport, whose call it bears; z-score; measured here: cell count per field
b-catenin transl cell count 5 µM: also measured in b-catenin transl; calls as there; cell count; measured here: cell count, cytotoxicity flag
T cell HTS vesicle-bound %: further read-out of T cell HTS, marked with its call; double positive events, %; measured here: CD8+ vesicle-bound cell fraction;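 binding gate set so that unloaded-vesicle control wells show 10% double positive cells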
MT stabilize HCS Hoechst-high %: further read-out of MT stabilize HCS, marked with its call; % Hoechst-high responders; measured here: nuclear condensation Hoechst responders;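 share of cells brighter than vehicle mean plus two SD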
MT stabilize HCS cytotoxicity %: further read-out of MT stabilize HCS, marked with its call; toxicity, %; measured here: cytotoxicity by cell density;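 0% = mean cell density of plate MIN control wells and 100% = no cells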
Autophagy HCS cell loss 18 h: further read-out of Autophagy HCS, marked with its call; toxicity, %; measured here: cell loss, nuclei count;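 cell loss after 18 h compound exposure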
Starred values were filed as active, the others as inactive; i = inactive; x = not tested or not shown; + = active, no number.

SMILES	Autophagy HCS	Autophagy HCS cell loss 18 h	Yfh1-depleted yeast	M1AAP inhibition	T cell HTS	T cell HTS vesicle-bound %	Dynein transport	Dynein transport cytoplasmic EGFP	Dynein transport nuclear GR-EGFP	Dynein transport cell count	MT stabilize HCS	MT stabilize HCS Hoechst-high %	MT stabilize HCS cytotoxicity %	M17LAP inhibition	WT yeast gro inh	WT yeast gro inh mutant strain	b-catenin transl	b-catenin transl cell count 5 µM
CCOCCCNC(=O)C1CCCN1C(=O)NC1CCCCC1 (stereo unspecified)	i	10	i	2%	i	26	2.3	-0.21	1.3	-0.75	7.7	1.7	8.9	8%	11	12	-2.2	1186
CC(C)(C)C(=O)Nc1nnc(COc2ccc(Cl)cc2)s1	x	x	i	-6%	i	45	0.5	-0.28	0.78	-0.46	x	x	x	-7%	x	x	0.3	1294
CC(C)c1ccc(O)c(NC(=O)c2cncc(Br)c2)c1	i	14	i	2%	i	40	0.71	-0.32	0.17	-0.18	4.8	3.7	4.2	-11%	1	5	-0.7	1018
CCn1c(CCNC(=O)c2ccc(Cl)cc2Cl)n[nH]c1=S	i	10	i	8%	i	28	-0.22	-0.21	0.18	0.027	2.1	1.4	3.7	7%	x	x	x	x
O=C(NCc1ccncc1)Nc1ccccc1Cl	i	-7	i	2%	i	50	0.99	-0.23	1.1	0.6	3.2	2.3	1.1	17%	-9	-11	-5.0	991
Cc1cccc(NC(=O)c2nc[nH]c2C(=O)NCC(=O)OC(C)(C)C)c1	x	x	i	-8%	i	43	0.1	-0.79	0.11	-0.27	x	x	x	-3%	x	x	-0.2	1345
O=C(Nc1ccc(Cl)cc1C(=O)N1CCCC1)c1cccc([N+](=O)[O-])c1	i	3	i	5%	i	53	-0.47	-0.29	-0.15	0.35	2.5	2.4	6.3	-11%	-5	4	-2.6	934
CCOC(=O)c1sc(NC(=O)c2ccc(S(=O)(=O)N3CCCCC3)cc2)nc1-c1ccccc1	i	16	i	-1%	i	18	0.15	-0.27	0.11	0.44	2.9	2.1	3.2	1%	-16	3	1.9	485
CC(=O)CCC1C2C(O)C(C(C)C)C(OC(=O)/C=C/c3ccccc3)CC12C (stereo unspecified)	x	x	i	2%	i	45	-0.35	-0.8	0.19	0.56	x	x	x	-4%	x	x	-0.2	1183
CCCC(=O)Nc1ccc2oc(-c3cccnc3)nc2c1	i	2	i	10%	i	8	-0.92	0.012	-1	0.34	3.3	1.5	5.2	-40%	-20	-23	-2.1	1142

Overlap with the part before: four compounds, followed by the next part.
SMILES	Autophagy HCS	Autophagy HCS cell loss 18 h	Yfh1-depleted yeast	M1AAP inhibition	T cell HTS	T cell HTS vesicle-bound %	Dynein transport	Dynein transport cytoplasmic EGFP	Dynein transport nuclear GR-EGFP	Dynein transport cell count	MT stabilize HCS	MT stabilize HCS Hoechst-high %	MT stabilize HCS cytotoxicity %	M17LAP inhibition	WT yeast gro inh	WT yeast gro inh mutant strain	b-catenin transl	b-catenin transl cell count 5 µM
O=C(Nc1ccc(Cl)cc1C(=O)N1CCCC1)c1cccc([N+](=O)[O-])c1	i	3	i	5%	i	53	-0.47	-0.29	-0.15	0.35	2.5	2.4	6.3	-11%	-5	4	-2.6	934
CCOC(=O)c1sc(NC(=O)c2ccc(S(=O)(=O)N3CCCCC3)cc2)nc1-c1ccccc1	i	16	i	-1%	i	18	0.15	-0.27	0.11	0.44	2.9	2.1	3.2	1%	-16	3	1.9	485
CC(=O)CCC1C2C(O)C(C(C)C)C(OC(=O)/C=C/c3ccccc3)CC12C (stereo unspecified)	x	x	i	2%	i	45	-0.35	-0.8	0.19	0.56	x	x	x	-4%	x	x	-0.2	1183
CCCC(=O)Nc1ccc2oc(-c3cccnc3)nc2c1	i	2	i	10%	i	8	-0.92	0.012	-1	0.34	3.3	1.5	5.2	-40%	-20	-23	-2.1	1142
COc1ccc(CN(C(=O)Cc2c[nH]c3ccccc23)C(C(=O)NC2CCCCC2)c2ccc(C)o2)cc1 (stereo unspecified)	i	1	i	-4%	i	16	-0.77	-0.19	-0.5	0.25	2.2	0.6	3.5	-5%	39	5	0.2	1071
COc1cccc(CC(=O)N2CCCC(CCC(=O)N3CCN(c4ccccn4)CC3)C2)c1 (stereo unspecified)	i	-1	i	2%	i	48	0.82	-0.28	0.068	0.3	1.3	1.4	6.6	27%	-2	-10	-1.9	1017
CCOC(=O)c1nnn(-c2ccccc2)c1C	i	8	i	1%	i	30	-0.84	-0.27	-0.71	0.39	1.3	2.3	29	2%	-17	-1	-0.1	1214
CCOC(=O)N(Cc1ccccc1)C(C(=O)O)C(C(=O)O)N(Cc1ccccc1)C(=O)OCC (stereo unspecified)	i	1	i	2%	i	34	0.34	-0.23	0.01	0.71	1.8	1.7	0.8	6%	-1	-2	-1.4	651
COc1ccc([C@@H]2C[C@@H](c3ccccc3)Oc3cc(OC)c(OC)c(OC)c32)cc1	x	x	i	-9%	x	x	-0.46	-0.79	-0.34	-0.11	x	x	x	9%	x	x	-1.0	1396
Cc1n(N)c2ccccc2[n+]1CC(=O)c1ccccc1	i	3	i	5%	i	10	-0.66	0.21	-0.33	0.23	3.9	2.4	6.9	2%	-4	24	0.0	1585
C/C(=N\NC(=O)CO/N=C(\C)c1cccs1)c1ccc(N)cc1	x	x	i	7%	i	18	-0.59	-0.28	-0.5	1.1	x	x	x	-3%	x	x	0.1	1006
Cc1cc(N2C(=O)C(O)=C(C(=O)c3ccco3)C2c2ccc(O)cc2)no1 (stereo unspecified)	i	-1	x	2%	i	2	-0.36	-0.21	-0.27	0.2	0.5	1.3	8.2	0%	2	-3	-0.1	1404
COC(=O)C1=C(C)NC(=O)/C1=C\c1cc(C)n(-c2ccccc2)c1C	i	-6	i	12%	i	23	0.77	-0.14	0.44	-0.44	4.0	2.3	6.3	17%	-7	-7	0.5	1026
O=C(O)CCCC(=O)Nc1cccc2cccnc12	i	-18	i	5%	i	65	-0.12	-0.18	0.11	0.2	2.2	2.6	11	19%	-31	4	2.8	1365
COc1ccc2nc(SCC(=O)NC3CCCc4ccccc43)[nH]c2c1 (stereo unspecified)	i	-10	i	12%	i	47	-0.32	-0.19	0.15	0.0079	1.8	2.7	7.3	1%	-6	-6	x	x
CC1CCCCN1CC(=O)Nc1ccc(Oc2ccccc2)cc1 (stereo unspecified)	i	4	i	2%	i	20	-0.54	-0.25	-0.088	0.57	3.0	1.8	3.8	11%	1	16	x	x
CCOC(=O)c1c(NC(=O)COC(=O)CNC(=O)c2ccco2)sc(C(C)=O)c1C	i	4	i	12%	i	48	-0.19	-0.14	0.072	0.026	1.8	1.6	1.5	11%	-10	3	-4.7	591
O=C(NCC1COc2ccccc2O1)c1c[nH]c2ccc(S(=O)(=O)N3CCOCC3)cc2c1=O (stereo unspecified)	i	5	i	2%	x	x	-0.74	-0.22	-0.08	0.087	2.0	1.1	4.3	-10%	-16	-5	7.0	1449
CCn1c2ccccc2c2cc(/C=N/NC(=O)c3cccc(C)c3)ccc21	i	-21	i	7%	i	21	1.1	0.27	0.99	0.14	30*	27*	57*	-5%	73*	6.3*	1.4	1425
N#C/C(=C/c1ccc(-c2ccccc2)o1)c1nc(-c2cccs2)cs1	+	12*	i	4%	i	47	-5.3	27	-0.47	0.57	3.7	3.7	2.5	-11%	3	-13	-1.8	589
COc1ccc(CNC(=O)COc2cc(=O)n(C)c3ccccc23)cc1	i	-2	i	4%	i	54	-0.37	-0.31	-0.36	0.73	1.4	2.0	7.0	23%	-4	-4	0.7	1105
CCc1ccccc1NC(=O)CSc1nnc([C@@H](N)Cc2ccccc2)o1	i	7	x	-1%	i	50	-0.19	-0.55	-0.13	0.66	4.8	3.8	4.5	17%	-3	2	-3.6	1192
Cc1cccc(C)c1-n1nnnc1SCSc1nnnn1-c1c(C)cccc1C	i	0	i	0%	x	x	-0.058	-0.089	-0.043	1.9	6.1	2.9	3.2	-1%	-1	4	-1.3	986
Cc1ccc(-c2nc3ccccc3nc2Cl)cc1	i	-7	i	14%	i	13	-0.75	-0.11	-0.36	0.49	6.7	1.6	7.2	6%	-2	21	-3.0	1077
CC(C)CC(=O)NC(=S)Nc1ccc(N2CCOCC2)c(Cl)c1	i	-31	i	8%	i	37	-0.61	-0.33	-0.38	0.8	3.5	1.7	8.3	3%	17	24	-0.6	975
COc1cccc(NC(=O)N2CCCC2C(=O)NC2CC2)c1 (stereo unspecified)	i	4	i	12%	i	46	-0.034	-0.15	-0.076	-0.072	0.5	1.4	7.5	-3%	-11	6	-4.1	1105
Nc1nc2c(s1)C(=O)CCC2	i	24	i	-6%	i	35	-0.67	-0.16	-0.047	-0.3	3.9	2.7	3.2	13%	-1	-19	-3.5	980
CN(C)CCN(Cc1ccco1)C(=O)c1cc2c(Cl)nc3ccccc3c2s1	i	3	x	2%	i	56	-0.24	-0.14	-0.073	0.71	3.3	2.9	2.5	2%	12	16	3.7	1031
Cc1cc(C)n2nc(SCC(=O)N/N=C/c3ccc(F)cc3)nc2n1	i	7	i	3%	i	33	0.47	-0.21	0.61	0.027	2.5	1.9	6.7	8%	16	20	0.0	1391
